# APEX1 inh = blocks human APE1 abasic DNA cleavage; Potency, µM (doses to about 65.8 µM), without a hit: top-dose activity change, negative = inhibition, usual class: inhibitors; P27695; recombinant APE1, TAMRA/BHQ-2 abasic DNA cleavage fluorescence; 350,000 tested, 0.35% active;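 also: potency is read from the fitted curve at half-maximal effect; plate controls were vehicle for no effect and reference inhibitor for full effect; nearly all actives have a fitted effect of over 55% in size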
#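 0.75 nM APE1 + cpd, 15 min RT; start w/ 50 nM TAMRA/BHQ-2 THF-abasic dsDNA; kinetic fluor 525/598 nm ×3 reads @60 s; Δ(read3−read1); normalized to DMSO and NSC13755 control wells.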
# Pol kappa inh = inhibitors of human DNA polymerase kappa. AID 588579. purified Pol kappa, fluorescent DNA synthesis assay, 10 min. Potency, µM (doses to about 107 µM), for the others: at the highest dose activity, negative = inhibition, most hits filed as inhibitors. 400,000 tested, 0.53% active. Q9UBT6; also: potency is read from the fitted curve at half-maximal effect; % is scaled to controls: 0 for no effect and ±100 for the full control effect
#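 10 nM Pol kappa was preincubated with compounds for 15 min at room temperature. Reaction started with 50 nM (final) substrate. Fluorescence read kinetically at 0 and 10 min.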
# POLI inh = DNA polymerase iota (human) inhibition. Pol iota fluorescent replication assay, 10 min. Potency, µM (titrated, usually from 115 µM), inactives show at the top dose activity, negative = inhibition, hits mostly inhibitors. 390,000 tested, 1% active; also: potency is read from the fitted curve at half-maximal effect
#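 Fluorescent replication assay read twice, at 0 min and 10 min after adding 50 nM (final) substrate. Enzyme (10 nM) and compounds were first incubated 15 min at room temperature; enzyme-free buffer wells were negative controls.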
# ERG-DNA inh = blocks human ERG Ets domain binding to DNA; AID 624246; P11308; fluorescence polarization, His-ERG Ets domain / labelled DNA; 370,000 tested, 0.028% active; Potency, µM (titrated, usually from 76.9 µM), without a hit: at the top dose FP activity, negative = inhibition, actives largely listed as inhibitors; active = well fitted inhibition curve with a large enough effect in the polarisation, with a control signal flat; inconclusive = small, poorly fitted or top-dose-only effect, or effect the other way, or a change in a side signal; inactive = no such curve, though single readings can be large or run the other way; the % refers to the polarisation;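 also: polarization taken with two DNA probes labelled with fluorescein and Texas red; potency is read from the fitted curve at half-maximal effect; % of control where 0% means no effect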
# Target sequence (P11308 whole entry, looked up, the tested form may be a part): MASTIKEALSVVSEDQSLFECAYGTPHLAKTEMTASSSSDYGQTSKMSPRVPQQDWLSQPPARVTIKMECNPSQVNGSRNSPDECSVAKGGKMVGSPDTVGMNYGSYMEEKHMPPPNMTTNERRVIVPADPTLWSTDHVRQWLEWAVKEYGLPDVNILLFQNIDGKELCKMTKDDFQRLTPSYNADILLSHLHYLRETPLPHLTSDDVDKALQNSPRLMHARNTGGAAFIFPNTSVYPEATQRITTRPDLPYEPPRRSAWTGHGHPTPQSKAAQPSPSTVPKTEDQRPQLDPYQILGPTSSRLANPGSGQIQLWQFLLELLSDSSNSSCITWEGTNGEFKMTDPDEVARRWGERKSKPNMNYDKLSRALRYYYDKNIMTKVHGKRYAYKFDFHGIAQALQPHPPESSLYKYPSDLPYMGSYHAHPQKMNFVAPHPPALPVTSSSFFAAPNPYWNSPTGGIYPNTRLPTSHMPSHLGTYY
#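 His-tagged ERG Ets domain (1 uM in the protein solution; 300mM KCl, 50mM Tris-HCl, 1mM EDTA, 1mM DTT, pH 7.5) received compound, then a probe mix of 5 nM fluorescein-DNA and 100nM Texas-615-DNA. Fluorescence polarization was read for both dyes.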
# Anesthetic bind = candidate novel general anesthetic via apoferritin binding. P02791. apoferritin/1-aminoanthracene competitive binding, fluorescence. Potency, µM (highest dose often 77.5 µM), without a hit: at the top dose activity change, negative = displacement, hits mostly inhibitors. 350,000 tested, 0.074% active; also: potency is read from the fitted curve at half-maximal effect; % is scaled to controls: 0 for no effect and ±100 for the full control effect; nearly all actives have a fitted effect of over 20% in size
#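 10 uM apoferritin + 50% sat. 1-AMA, PBS; cpd 10 min RT; Ex380/Em535 endpoint; normalized to free probe vs complex; 4-param Hill fit; propofol titration as pos. ctrl.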
# BLM inh = inhibitors of human Bloom syndrome helicase BLM. P54132. recombinant BLM DNA unwinding, fluorescence dequenching. Potency, µM (series often up to 56.1 µM), for the others: top-dose activity change, negative = inhibition, actives largely listed as inhibitors. 350,000 tested, 0.2% active. AID 2528;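 also: potency is read from the fitted curve at half-maximal effect; plate controls were vehicle for no effect and no enzyme for full effect; nearly all actives have a fitted effect of over 35% in size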
# ALOX12 inh = inhibitors of human 12S-lipoxygenase ALOX12; Potency, µM (series often up to 108 µM), without a hit: at the top dose activity change, negative = inhibition, most hits filed as inhibitors; P18054; 580,000 tested, 1.1% active; AID 1671190; purified 12hLO, xylenol orange hydroperoxide absorbance; also: potency is read from the fitted curve at half-maximal effect; % is scaled to controls: 0 for no effect and ±100 for the full control effect
#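 Hydroperoxide product was detected by ferrous iron/xylenol orange as the 573 to 405 nm absorbance ratio. Arachidonic acid at 40 uM (final) was turned over for 30 min at room temperature by 150 nM human 12hLO, pH 7.0 Hepes buffer, after 15 min compound preincubation.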
# TRHR agonist = activates the human TRH receptor; TRHR cells, calcium flux fluo-8, FDSS agonist mode; activation, % at 2 µM; 360,000 tested, 0.18% active; AID 493084; in the data active = activation above about 30%; also: 0% is about no effect
# Target sequence (P34981 whole entry, looked up): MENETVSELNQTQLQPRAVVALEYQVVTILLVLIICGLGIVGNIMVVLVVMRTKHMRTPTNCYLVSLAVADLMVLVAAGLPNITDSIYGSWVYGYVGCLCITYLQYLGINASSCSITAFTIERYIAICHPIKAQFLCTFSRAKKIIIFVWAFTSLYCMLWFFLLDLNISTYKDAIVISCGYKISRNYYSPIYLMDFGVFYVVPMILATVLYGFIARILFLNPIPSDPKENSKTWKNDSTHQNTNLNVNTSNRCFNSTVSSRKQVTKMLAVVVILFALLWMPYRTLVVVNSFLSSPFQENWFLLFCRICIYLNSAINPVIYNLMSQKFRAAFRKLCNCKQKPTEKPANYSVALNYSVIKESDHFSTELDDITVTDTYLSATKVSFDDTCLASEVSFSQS
#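 In this calcium-flux screen, cells bearing human TRHR are dye-loaded with fluo-8, baselined for 10 cycles, then exposed to library compounds; positive kinetic calcium responses during the agonist phase mark hits, with TRH as control.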
# Pol beta inh = inhibitors of human DNA polymerase beta; Potency, µM (highest dose often 114 µM), without a hit: at the top dose activity change, negative = inhibition, most hits filed as inhibitors; 340,000 tested, 1.3% active; Pol beta primer extension/strand displacement, fluorescence kinetic; P06746; AID 485314; also: potency is read from the fitted curve at half-maximal effect; % is scaled to controls: 0 for no effect and ±100 for the full control effect
#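 Pol beta (10 nM) was preincubated with compound for 15 min at room temperature. The reaction was then started with 50 nM substrate and read immediately and after a further 10 min at room temperature.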
# * hit, by the source's call; ? = inconclusive; . = no result given; [ ] = dose if it differs, or a comment. Unless noted, calls follow the shape of the dose curve; as a rule, active = well fitted curve in the direction sought with a large enough effect; inconclusive = small, poorly fitted or top-dose-only effect, or another doubt; inactive = no such curve, though single readings can be large; an effect the other way counts as inactive or inconclusive. Only part of the results is shown; the hit share may differ from the screen's.
# Fields: APEX1 inh, Pol kappa inh, POLI inh, ERG-DNA inh, Anesthetic bind, BLM inh, ALOX12 inh, TRHR agonist, Pol beta inh
- COc1ccc(-c2csc(-c3nc(-c4ccc(Br)s4)cs3)n2)cc1F
    ., -13%, 22%, 9%, 13%, -3%, -18%, 0.7, -4%
- COc1ccc(C2(CNC(=O)Cc3ccc(OC)c(OC)c3)CCCC2)cc1
    0%, -2%, 55%[activator], 2%, -9%, -2%, -7%, 5.5, 2%
- C=CCOc1ccc2c(c1)C(=NO)c1cc(OCC=C)ccc1-2
    -3%, 6%, 36%[activator], -2%, -18%, -9%, -10%, 0.2, 20%
- Cc1cccc(NC(=S)NC(NC(=O)OCc2ccccc2)C(Cl)(Cl)Cl)c1 (configuration not stated)
    -8%, -5%, 2%, ., -10%, -4%, -29%, 0.4, 4%
- O=C(CN1C(=O)c2ccccc2S1(=O)=O)NCc1ccccc1Cl
    -5%, -3%, 7%, 4%, -11%, 1%, 8%, -0.2, -5%
- O=C(Nc1ccccc1F)Nc1ccccc1F
    0%, 5%[60.1 µM], -16%, -10%, -10%, -2%, -3%, 0.1, -19%
- O=C(Nc1ccon1)C12CC3CC(C1)CC(n1cnc([N+](=O)[O-])n1)(C3)C2
    15%, -9%, -3%, 3%, -8%, -7%, -2%, -1.4, 1%
- CCCn1c(CCC(=O)Nc2cccc(CC)c2)nc2cccnc21
    ., -6%, 8%, -11%, -9%, -4%, -9%, -1.3, 13%
- CCN1C(=O)[C@@H]2[C@@H](c3ccc(SC4CCCCC4)cc3)N3CCC[C@@]3(C(=O)OC)[C@@H]2C1=O
    3%, -1%, ?, -1%, ., ., -20%, -0.2, .
- CC(=O)Nc1cccc(C(=O)N/N=C/c2cccnc2)c1
    10%, 0%, 76%[activator], -8%, -6%, -4%, 4%, 0.3, 71%[activator]
- CCN1C[C@@H]2[C@@H]3C(=O)N(Cc4ccccc4)C(=O)[C@@H]3[C@](C)(C1=O)N2C(=O)c1ccc(F)cc1
    ., 1%, ?, -3%, ., ., 16%, ., .
- O=C(N/N=C/c1ccc([N+](=O)[O-])o1)c1cc2ccccc2o1
    ?, ?, ?, -8%, -2%, -14%, -22%, 0.1, ?
- Cc1cccc(NC(=O)NC2CC3CCC(C2)N3Cc2ccco2)c1 (configuration not stated)
    16%, -15%, 10%, 3%, -4%, 3%, 0%, 0.0, 37%[activator]
- COCC(=O)N1CCC2(CC1)CN(C(=O)Nc1cccc(C#N)c1)C2
    16%, 0%[60.1 µM], ., ., ., 2%, -3%[57.4 µM], ., .
- COC(=O)CN(C(=S)Nc1ccccc1)C1CC(=O)N(c2ccc(OC)cc2)C1=O (configuration not stated)
    2%, -5%, 15%, -3%, -7%, -2%, ?, 0.4, 18%
- CCCCCSc1nnc(-c2cc(Br)ccc2N)c(=O)[nH]1
    -3%, -18%, 12%, 4%, -17%, 1%, 28%, 0.0, -19%
- CCc1ccc(OC)c(S(=O)(=O)NCc2cccs2)c1
    10%, -15%, 2%, 1%, ., ., -21%, -0.8, .
- CN(C)c1nc(-c2cccs2)cc(C(F)(F)F)c1C#N
    -1%, -1%, -1%, -8%, 2%, 0%, 0%, 0.6, 1%
- Cc1ccc(S(=O)(=O)N(C)c2ccc(OC(=O)c3cc(=O)[nH]c4ccccc34)cc2)cc1
    -5%, 11%, 50%[activator], -29%, ., ., -4%, ., .
- O=C(NCCCc1ccccc1)C1CCC(CNc2c(N3CCCCC3)c(=O)c2=O)CC1 (configuration not stated)
    0%, -12%, 4%, 2%, 11%, -2%, 1%, 0.0, 7%
- FC(F)(F)c1cc(-c2cccs2)nc(-n2cc(Cl)cn2)n1
    3%, -14%, -5%, 3%, ?, -6%, 0%, 0.2, 3%
- Cc1nc2ccc(NC(=S)N3CCC(C)CC3)cc2nc1C
    -12%, -19%, 80%[activator], -7%, 33%[activator], 8%, ?, -0.2, -1%
- COc1ccc2c(c1)C(=O)N1[C@H]3c4cc(OC)ccc4OC[C@@H]3[C@H](c3ccccc3)[C@]1(C)C(=O)N2
    12%, 13%, 39%, 0%, ., ., -18%, -0.1, .
- CCOc1ccc(-c2csc(Cn3c(CN4CCN(C)CC4)nc4ccccc4c3=O)n2)cc1
    -2%, -10%, 2%, -4%, -2%, -4%, ?, -0.2, 2%[57.1 µM]
- O=C1C=C(O)c2cccc(O)c2C1=O
    ?, ?, ?, 1%, 0%, 0%, 35µM*, -0.1, 20µM*
- COc1ccc(OC)c(NC(=O)CSc2nc3nc(C)cc(C)n3n2)c1
    -1%, -8%, -16%, -2%, ., ., 5%, 0.3, .
- Cc1ccc(SCC(=O)OCC(=O)NCCc2ccccc2)cc1
    -11%, -8%, 4%, -8%, ., ., -29%, -0.5, .
- C/C(=N\OCC(=O)Nn1c(C)nc2ccccc2c1=O)c1ccccc1
    -3%, 11%, 23%, 1%, -3%, 1%, -8%, 0.9, 14%

# Given with bars between the fields: part of the list above.
Structure | APEX1 inh | Pol kappa inh | POLI inh | ERG-DNA inh | Anesthetic bind | BLM inh | ALOX12 inh | TRHR agonist | Pol beta inh
COc1ccc(-c2csc(-c3nc(-c4ccc(Br)s4)cs3)n2)cc1F | . | -13% | 22% | 9% | 13% | -3% | -18% | 0.7 | -4%
COc1ccc(C2(CNC(=O)Cc3ccc(OC)c(OC)c3)CCCC2)cc1 | 0% | -2% | 55%[activator] | 2% | -9% | -2% | -7% | 5.5 | 2%
C=CCOc1ccc2c(c1)C(=NO)c1cc(OCC=C)ccc1-2 | -3% | 6% | 36%[activator] | -2% | -18% | -9% | -10% | 0.2 | 20%
Cc1cccc(NC(=S)NC(NC(=O)OCc2ccccc2)C(Cl)(Cl)Cl)c1 (configuration not stated) | -8% | -5% | 2% | . | -10% | -4% | -29% | 0.4 | 4%
O=C(CN1C(=O)c2ccccc2S1(=O)=O)NCc1ccccc1Cl | -5% | -3% | 7% | 4% | -11% | 1% | 8% | -0.2 | -5%
O=C(Nc1ccccc1F)Nc1ccccc1F | 0% | 5%[60.1 µM] | -16% | -10% | -10% | -2% | -3% | 0.1 | -19%
O=C(Nc1ccon1)C12CC3CC(C1)CC(n1cnc([N+](=O)[O-])n1)(C3)C2 | 15% | -9% | -3% | 3% | -8% | -7% | -2% | -1.4 | 1%
CCCn1c(CCC(=O)Nc2cccc(CC)c2)nc2cccnc21 | . | -6% | 8% | -11% | -9% | -4% | -9% | -1.3 | 13%
CCN1C(=O)[C@@H]2[C@@H](c3ccc(SC4CCCCC4)cc3)N3CCC[C@@]3(C(=O)OC)[C@@H]2C1=O | 3% | -1% | ? | -1% | . | . | -20% | -0.2 | .
CC(=O)Nc1cccc(C(=O)N/N=C/c2cccnc2)c1 | 10% | 0% | 76%[activator] | -8% | -6% | -4% | 4% | 0.3 | 71%[activator]
CCN1C[C@@H]2[C@@H]3C(=O)N(Cc4ccccc4)C(=O)[C@@H]3[C@](C)(C1=O)N2C(=O)c1ccc(F)cc1 | . | 1% | ? | -3% | . | . | 16% | . | .
O=C(N/N=C/c1ccc([N+](=O)[O-])o1)c1cc2ccccc2o1 | ? | ? | ? | -8% | -2% | -14% | -22% | 0.1 | ?
Cc1cccc(NC(=O)NC2CC3CCC(C2)N3Cc2ccco2)c1 (configuration not stated) | 16% | -15% | 10% | 3% | -4% | 3% | 0% | 0.0 | 37%[activator]
